# Bioassay records as filed in PubChem BioAssay.
# ST2 inh – blocks human ST2 binding to IL-33. Q01638. AlphaLISA ST2-Fc/biotin-IL-33 interaction, 1 h. inhibition, % for hits at 17 µM. 78,000 tested, 2.3% active; in the data active means inhibition above about 30%; inconclusive means mostly about 10% to 28%
# Target sequence (Q01638 whole entry, looked up): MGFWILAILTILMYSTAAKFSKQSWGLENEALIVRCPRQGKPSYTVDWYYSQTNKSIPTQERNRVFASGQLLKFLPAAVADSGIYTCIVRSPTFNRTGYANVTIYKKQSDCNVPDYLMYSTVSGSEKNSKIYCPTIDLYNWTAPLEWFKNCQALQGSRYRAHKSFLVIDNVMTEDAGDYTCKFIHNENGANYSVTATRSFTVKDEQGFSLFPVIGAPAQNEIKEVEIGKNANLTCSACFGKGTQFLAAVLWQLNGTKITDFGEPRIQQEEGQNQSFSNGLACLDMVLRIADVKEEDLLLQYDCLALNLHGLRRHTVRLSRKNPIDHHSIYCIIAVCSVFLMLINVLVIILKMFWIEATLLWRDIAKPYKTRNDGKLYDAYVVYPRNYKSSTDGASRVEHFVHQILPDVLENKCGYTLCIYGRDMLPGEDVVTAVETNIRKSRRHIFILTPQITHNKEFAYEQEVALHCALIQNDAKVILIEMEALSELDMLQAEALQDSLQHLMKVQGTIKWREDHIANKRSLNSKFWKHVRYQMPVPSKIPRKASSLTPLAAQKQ
# Calls only; i = inactive; ? = inconclusive.
SMILES,ST2 inh
Cc1cccc(NC(=O)Cn2c(=O)n(-c3ccc(F)cc3F)c(=O)c3sccc32)c1,i
COc1cccc(OC)c1-c1ccc(CN2CCCCC2)cc1,?
Cc1nccn1-c1ccc(CNC(=O)CCC(=O)NC2CCCC2)cc1,i
Cc1ccc(NC(=O)CSc2nnc(-c3ccc(Br)cc3)o2)c(C)c1,i
Cc1ccc(NC(=O)N2CCOCC2)cc1,?
CCc1ccc(CN2CCCC(CO)(Cc3cccc(OC)c3)C2)o1 (stereo unspecified),i
CC(=O)c1cccc(NC(=O)c2cc(-c3ccc4c(c3)OCO4)on2)c1,?
Cc1cc(C)c(C#N)c(SCC(=O)Nc2ccc(F)cc2)n1,i
Cc1ccc(S(=O)(=O)NCCNS(C)(=O)=O)cc1[N+](=O)[O-],i
Cc1ccc(N2CN=c3s/c(=C\c4ccccn4)c(=O)n3C2)cc1,?
CSC(=O)OCC1=C[C@@H]2OC(=O)C3=CO[C@@H](O[C@@H]4O[C@H](CO)[C@@H](O)[C@H](O)[C@H]4O)[C@H]1[C@@H]32,?
Oc1[nH]c2ccccc2c1C1=NCCC1,i
CN(Cc1ccon1)c1ccc(C(=O)N2CCC(CCn3cccn3)CC2)cn1,i
CC(CCn1cccn1)n1ccnc1-c1ccc2occc2c1 (stereo unspecified),i
Cn1c(C(=O)N2CCC(Cc3ccccc3)CC2)cc2c(=O)n3ccccc3nc21,i
CC(=O)N1c2c(cc(Br)cc2S(=O)(=O)N2CCCC2)CC1C (stereo unspecified),i
O=C(O)CC1C(=O)NCCN1C/C=C/c1ccccc1 (stereo unspecified),i
COC(=O)C1(C)CCN(c2nc(-c3cccnc3)nc3c2cnn3C)CC1,?
COc1cccc(/C=C2/C(=O)NN(c3ccc(Br)cc3)C2=O)c1,?
O=C(N[C@H]1CO[C@H]2[C@@H]1OC[C@@H]2Nc1nccc(-c2ccccc2)n1)N1CCOCC1,?
CC1CC(=O)C2=C(C1)OC(N)=C(C#N)C2c1ccoc1 (stereo unspecified),i
Cc1c(C=O)c2ccccc2n1CC(=O)Nc1ccc(Br)cc1,i
O=C(Nc1ccccc1)Nc1ccccc1Cl,?
CC(C)(C)c1ccc(O)c(C(C)(C)C)c1O,?
O=C(Cn1cnc2c(cnn2-c2ccccc2)c1=O)NCc1ccc2c(c1)OCO2,i
CC(=O)N1c2c(cc(Br)cc2S(=O)(=O)N2c3ccccc3CC2C)CC1C (stereo unspecified),?
CC(=O)c1ccc(N2CCN(S(=O)(=O)c3cccc4cccnc34)CC2)cc1,?
CSCCC(C(=O)O)N1C(=O)C2C3c4ccccc4C(c4ccccc43)C2C1=O (stereo unspecified),i
CCC1=C(c2ccc(OC)cc2)S(=O)(=O)N(CC(=O)Nc2ccccc2OC)C1=O,i
COc1cc(C=C2C(=O)c3ccccc3C2=O)ccc1OCc1ccc(C(=O)O)cc1,i
COc1ccccc1-n1cc(C(=O)NCC(=O)N2CCCCCC2)c2ccccc2c1=O,i
C=CCN(C(=O)C1CCC(CNS(=O)(=O)c2cccc3nsnc23)CC1)c1ccccc1 (stereo unspecified),i
CCOC(=O)c1sc(NC(=O)c2cc3ccccc3oc2=O)c(C#N)c1C,i
Cc1ccc(NS(=O)(=O)c2cccc3nsnc23)c(Cl)c1,i
NC(=O)c1ccc(C(N)=O)cc1,i
Cn1c(SCc2ccccc2F)nc2c([nH]c3ccccc32)c1=O,i
COC(=O)c1ccc(C(=O)Nc2nc3c(cc4c5c(cccc53)CC4)s2)cc1,i
O=C(CCCn1c(=O)[nH]c2ccsc2c1=O)NC1CCCCCCC1,i
Cc1ccsc1-c1cn(CC(CO)Cc2ccco2)nn1 (stereo unspecified),i
CC(=O)NC(=O)c1cc2ccccc2oc1=Nc1ccc(Cl)cc1Cl,i
CC(C)Cc1cn(C2CCN(c3cncc(C(=O)N4CCCC4)n3)CC2)nn1,i
CC(C)(C)c1ccc(S(=O)(=O)/C=C/C#N)cc1,?
COc1cc(/C=C2\C(=O)N(c3ccc(C(=O)O)cc3)N=C2C)cc(Cl)c1O,i
COCc1cc(CC2(NC3CCN(C(C)=O)CC3)COC2)no1,?
CC1=NN(C(=O)c2ccc([N+](=O)[O-])cc2)C(O)(c2ccncc2)C1 (stereo unspecified),?
CC(=O)N1CCN(C(=O)C[C@@H]2C[C@@H](C(C)C)[C@H](CNC(=O)CCC(=O)O)C=C2C)CC1,i
CCC(C)OC(=O)C1=C(C)NC2=C(C(=O)C(C(=O)OC)C(C)C2)C1c1cccc(F)c1 (stereo unspecified),i
O=C(CN1C(=O)CC(c2ccccc2)=Nc2ccccc21)Nc1ccccc1Cl,i
CCOc1cc(CN2CCc3nnc(CCc4ccccc4)n3CC2)ccc1O,?
CC1=C[C@@H](CNS(=O)(=O)c2ccccc2)[C@H](C(C)C)C[C@H]1CC(=O)NCc1ccccn1,?
COc1ccc(OC)c(C2C(C(=O)OC3CC(C)CCC3C(C)C)=C(C)Nc3nnnn32)c1 (stereo unspecified),i
CCC(c1ccc(OC)cc1)N(CC)C(=O)c1cccc(N2CCNC2=O)c1 (stereo unspecified),?
CC1CCN(S(=O)(=O)c2cccc(C(=O)NCc3cccs3)c2)CC1,i
CCN(CC)CCCNC(=O)CSc1c2c(nc3cc(Cl)ccc13)CCCC2,?
CCOc1ccc(C2C(C(N)=O)=C(C)Nc3nc(SCc4ccccc4)nn32)cc1 (stereo unspecified),?
CCOc1ccc(C(=O)Nc2c3c(nn2-c2cccc(C)c2C)CS(=O)C3)cc1 (stereo unspecified),i
O=C(O)CCC(=O)N[C@H]1CO[C@H]2[C@@H]1OC[C@@H]2n1nnnc1Oc1ccc(-n2ccnc2)cc1,i
NS(=O)(=O)c1ccc(NC(=O)c2cncc(Br)c2)cc1,i
O=C(Nc1cc(F)ccc1F)C1(S(=O)(=O)c2ccc(Cl)cc2)CC1,i
CCOC(=O)C1C(=O)C=C(c2ccc(C)cc2)CC1c1ccc(OC)cc1 (stereo unspecified),?

# (further entries)
SMILES,ST2 inh
O=C(Nc1ccc2c(c1)Cc1ccccc1-2)c1ccc(F)cc1,i
Nc1c(C(=O)NCc2ccco2)sc2nc(-c3ccc(F)cc3)ccc12,?
C=CCNC(=O)C[C@@H]1CCN(C(=O)C(C)(C)C)C[C@@H]1CC,i
O=C(CNS(=O)(=O)c1ccc(Br)s1)N1CCN(c2ccc(F)cc2)CC1,i
O=C(NCCSc1cn[nH]n1)c1cccc2c1NCCC2,i
CCOC(=O)N1CCN(Cc2ccc(F)c(F)c2)CC1,i
COc1ccc(-c2cc(C(F)(F)F)nc(N3CCCC3)n2)cc1OC,i
Cc1ncc(CN2CCOC(CC(c3ccccc3)c3ccccc3)C2)n1C (stereo unspecified),i
CCCC(=O)Oc1cc2c(C(=O)OCC)c(C)n(C)c2c2ccccc12,i
COc1ccc(NS(=O)(=O)c2ccc(NS(=O)(=O)c3ccccc3[N+](=O)[O-])cc2)nn1,?
CCN(c1ccccc1)S(=O)(=O)c1ccc2c(c1)CCN2C(=O)C1CC1,i
CN1CCN2CCN(C(=O)c3cccc(-c4ncc[nH]4)c3)CC2C1 (stereo unspecified),?
Brc1cccc(-c2nnc3sc(CN4CCCCCC4)cn23)c1,?
Cc1ccc(NC(=O)NC2(C)CCS(=O)(=O)C2)cc1 (stereo unspecified),i
C=CCN(CCSc1ccccc1)C(=O)C1CCCN(C(N)=O)C1 (stereo unspecified),i
COc1ncc(C(=O)N2CCC3(CCNCC3)CC2)cn1,i
Cc1nc(CN(C)C(=O)c2ccc(CSc3ccccn3)cc2)no1,?
CC(C)N(CCC(N)=O)Cc1ccnc2ccccc12,i
O=C(NC(Oc1ccccc1)C(Cl)(Cl)Cl)c1cc([N+](=O)[O-])cc([N+](=O)[O-])c1 (stereo unspecified),?
O=C(O)COc1ccc(NC(=O)C2CCCCC2)cc1,i
O=c1oc(-c2ccccc2[N+](=O)[O-])nc2ccc(I)cc12,i
O=C(NCc1ccccc1)c1n[nH]nc1-c1ccccc1O,?
COc1ccccc1-c1ccnc(N[C@H]2CO[C@H]3[C@@H]2OC[C@@H]3NC(C)=O)n1,i
Cc1cc(=O)oc2cc(OC(=O)c3cc4cc(Br)ccc4oc3=O)ccc12,i
Cc1cc([N+](=O)[O-])ccc1NC(=O)C1CC(=O)OC12CCCCC2 (stereo unspecified),i
Cc1nn(CCCC(=O)Nc2cccc(O)c2)c(C)c1[N+](=O)[O-],i
O=C(Nc1cccc(-c2nc3ccccc3o2)c1)c1cc(=O)c2ccccc2o1,i
O=C(c1ccc2c(Cl)c3c(nc2c1)CCCC3)N1CCN(Cc2ccc3c(c2)OCO3)CC1,i
Cc1ccc(-n2ncc3c(=O)n(CC(=O)NCC4CCCO4)cnc32)cc1 (stereo unspecified),?
CCOc1ccc(CC(=O)N2CCN(S(=O)(=O)c3cc4c5c(c3)CCN5C(=O)CC4)CC2)cc1,i
O=C(NC[C@H]1O[C@@H](CC(=O)N2CCCC2)[C@H](O)[C@@H]1O)NC1CCCCC1,i
O=C1NCC2(CCCN(C(=O)c3ccc(Oc4ccccc4)o3)CC2)O1 (stereo unspecified),i
Cc1ccc2[nH]c(C(=O)O)c(CN3CCC(N4CCCC4=O)CC3)c2c1,i
O=C(c1ccc2c(c1)OCO2)N1CCN=C1SCc1c(F)cccc1Cl,i
COc1cccc(C2C3=C(CC(C)(C)CC3=O)Nc3nc(SCc4ccccc4)nn32)c1 (stereo unspecified),i
CCOC(=O)c1ccccc1NC(=O)NCCc1nc2cccnc2n1-c1ccccc1,?
CC(=O)N1CCC(Oc2ccc(Cl)cc2C(=O)NCCC2=CCCCC2)CC1,i
COc1ccc(-c2ccccc2C(N)=O)c(C)c1,?
Cc1ccc(NC(=O)CCc2nc(-c3ccccc3F)no2)nc1,i
O=C(C1CCCCC1)N1CCc2ccccc2C1,i
O=C(C(=O)N1CCc2c(nc(-c3ccccn3)[nH]c2=O)C1)c1ccccc1,i
CN1CC2(CCCN(Cc3cccc(OCC(=O)O)c3)C2)OC1=O (stereo unspecified),i
O=C(Cc1cccs1)NC1CCCC1,i
COc1ccc(C2=NN(S(=O)(=O)c3ccc(C)cc3)C(c3ccccc3)C2)cc1 (stereo unspecified),?
Cc1cc(C)cc(NC(=O)CSc2nc3c(c(=O)n2-c2ccccc2)SCC3)c1,?
CCOc1ccc(C2CC(c3ccccc3C)n3ncnc3N2)cc1 (stereo unspecified),i
Cc1cc(NC(=O)CCCn2nc(C)c([N+](=O)[O-])c2C)n(-c2ccccc2)n1,?
Cc1noc(C)c1CCC(=O)NC(C)c1cnn(-c2cccc3ccccc23)c1C (stereo unspecified),i
CCOC(=O)C1(Cc2ccccc2C(F)(F)F)CCN(C(=O)C2=CCCC2)CC1,i
CCC(=O)N1CCc2cc(Br)cc(S(=O)(=O)NC(C)CC)c21 (stereo unspecified),i
CC1CCCC(NC(=O)C2(O)c3cc(Br)ccc3NC(=O)N2c2ccccc2)C1C (stereo unspecified),i
COc1ccc(C(=O)NN2C(=O)C3C4C=CC(C4)C3C2=O)cc1 (stereo unspecified),i
CC(=O)N1c2c(cc(Br)cc2S(=O)(=O)N2CCCCCC2)CC1C (stereo unspecified),i
C=CCC(=O)N1CCc2ccc(NC(=O)CCc3ccc(C)cc3)cc2C1,i
COc1ccc(-c2nc(N3CCCCCC3)nc3nn4c(C)cc(C)nc4c23)cc1,i
COc1cccc(-c2cc(C(=O)N3CCC4(CCCNC4)C3)[nH]n2)c1 (stereo unspecified),i
O=C(N[C@H]1C[C@@H]2C(=O)N[C@H]3CCN(C(=O)Cc4cccs4)[C@@H]3C(=O)N2C1)C1CCC1,i
CCOc1ccc(C2C(C(=O)Nc3ccc(C)cn3)=C(C)NC3=C2C(=O)CCC3)cc1 (stereo unspecified),?
CCOc1ccc(Cn2c(CNS(=O)(=O)c3ccc(F)c(Cl)c3)nc3cccnc32)cc1,?
Cc1cc(OCC(O)CNC(C)(C)C)ccc1C(C)C (stereo unspecified),i

# 20 neighbouring entries from above, quoted:
SMILES,ST2 inh
Cc1ccc(NC(=O)CCc2nc(-c3ccccc3F)no2)nc1,i
O=C(C1CCCCC1)N1CCc2ccccc2C1,i
O=C(C(=O)N1CCc2c(nc(-c3ccccn3)[nH]c2=O)C1)c1ccccc1,i
CN1CC2(CCCN(Cc3cccc(OCC(=O)O)c3)C2)OC1=O (stereo unspecified),i
O=C(Cc1cccs1)NC1CCCC1,i
COc1ccc(C2=NN(S(=O)(=O)c3ccc(C)cc3)C(c3ccccc3)C2)cc1 (stereo unspecified),?
Cc1cc(C)cc(NC(=O)CSc2nc3c(c(=O)n2-c2ccccc2)SCC3)c1,?
CCOc1ccc(C2CC(c3ccccc3C)n3ncnc3N2)cc1 (stereo unspecified),i
Cc1cc(NC(=O)CCCn2nc(C)c([N+](=O)[O-])c2C)n(-c2ccccc2)n1,?
Cc1noc(C)c1CCC(=O)NC(C)c1cnn(-c2cccc3ccccc23)c1C (stereo unspecified),i
CCOC(=O)C1(Cc2ccccc2C(F)(F)F)CCN(C(=O)C2=CCCC2)CC1,i
CCC(=O)N1CCc2cc(Br)cc(S(=O)(=O)NC(C)CC)c21 (stereo unspecified),i
CC1CCCC(NC(=O)C2(O)c3cc(Br)ccc3NC(=O)N2c2ccccc2)C1C (stereo unspecified),i
COc1ccc(C(=O)NN2C(=O)C3C4C=CC(C4)C3C2=O)cc1 (stereo unspecified),i
CC(=O)N1c2c(cc(Br)cc2S(=O)(=O)N2CCCCCC2)CC1C (stereo unspecified),i
C=CCC(=O)N1CCc2ccc(NC(=O)CCc3ccc(C)cc3)cc2C1,i
COc1ccc(-c2nc(N3CCCCCC3)nc3nn4c(C)cc(C)nc4c23)cc1,i
COc1cccc(-c2cc(C(=O)N3CCC4(CCCNC4)C3)[nH]n2)c1 (stereo unspecified),i
O=C(N[C@H]1C[C@@H]2C(=O)N[C@H]3CCN(C(=O)Cc4cccs4)[C@@H]3C(=O)N2C1)C1CCC1,i
CCOc1ccc(C2C(C(=O)Nc3ccc(C)cn3)=C(C)NC3=C2C(=O)CCC3)cc1 (stereo unspecified),?

# The listing continues:
SMILES,ST2 inh
CSCC(=O)N1CC[C@H](NC(=O)NC2CCCCC2)[C@H]1C(=O)N1CCC[C@@H]1C(N)=O,i
COC(=O)[C@@H]1Cc2ncn(C(C)C)c2CN1S(=O)(=O)c1cccc2cccnc12,?
c1cn(-c2ccc3cc[nH]c3c2)cn1,?
CCC(=O)c1ccc(Br)cc1N,i
CC(=O)N1N=C(c2ccc(Cl)cc2)OC12CCCCC2,i
Cc1c(C(=O)O)sc2nc(C)n(C)c(=O)c12,i
Cc1c(-c2nccn2Cc2cn3ccccc3n2)c(=O)n(-c2ccccc2)n1C,i

# This is a subset, so the mix of outcomes need not match the whole.
